VEEV TC-83 Vero – inhibitors of VEEV TC-83 cytopathic effect, confirmation, Vero cells (AID 588727). Vero cells, VEEV TC-83 cytopathic effect inhibition; higher % means a stronger effect. one-dose inhibition, % at 20 µM; IC50 in µM for titrated hits. 350,000 compounds, 0.13% hits; in the data active = a potency from the dose series; inconclusive = inhibition mostly from about 14% at the one dose, without a potency; inactive = the rest, 99 in 100 with inhibition below about 12%; note: strong numbers were not always called active
The depositor's hits bear a star; i = inactive; ? = inconclusive. Some of the compounds tested. The share of hits here may be higher or lower than overall.

Molecule | VEEV TC-83 Vero
C[C@H]1CCCCO[C@H](CN(C)Cc2ccncc2)[C@@H](C)CN([C@@H](C)CO)C(=O)c2cc(NS(=O)(=O)c3ccccc3)ccc2O1 | 6.9%
CCN(CC)C(=O)C1=C(C)N(CCCN2CCCC2=O)C(=O)C(CC(=O)NC(c2ccccc2)c2ccccc2)C1 (configuration not stated) | ?
O=C(Nc1ccn(CCCN2CCN(Cc3ccc(F)cc3)CC2)c(=O)n1)OCc1ccccc1 | 0.7%
Cc1cccc(CN(C)C[C@H]2OCc3cnnn3CCCC(=O)N([C@H](C)CO)C[C@@H]2C)c1 | 0.2%
C[C@H](CO)N1C[C@H](C)[C@@H](CN(C)C(=O)c2cnccn2)Oc2ncc(Br)cc2C1=O | 0.1%
COc1ccc(C(=O)Nc2ccc3nc4n(c(=O)c3c2)CCCCC4)cc1OC | 1.0%
CC1(c2cccc(Br)c2)NC(=O)N(CC(=O)NCCC2=CCCCC2)C1=O (configuration not stated) | i
CCOc1ccc(Nc2ccc(S(=O)(=O)N3CCOCC3)cc2[N+](=O)[O-])cc1 | 0.1%

Continued.
Molecule | VEEV TC-83 Vero
N#Cc1ccccc1COC(=O)c1cc(S(=O)(=O)N2CCOCC2)ccc1F | 4.2%
CC1CCCCC1=NNC(=O)c1ccccc1 (configuration not stated) | 1.7%
COc1ccc([C@H]2C[C@H](n3cc(COC(=O)c4ccccc4)nn3)[C@@H](O)CN2Cc2cccs2)cc1 | 3.8%
C=CCn1c(SCC(=O)Nc2cc(C)on2)nc2ccccc21 | i
COC(=O)C1=C(c2cccc(OCc3ccccc3)c2)C[C@@H]2CC[C@H]1N2C | 1.6%
COc1ccc(CNC(=O)O[C@H]2Cn3c(=O)ccc(=O)n3[C@@H]3CN(S(=O)(=O)c4ccc(C)cc4)C[C@]23O)cc1OC | i
CCc1nnc(NC(=O)c2ccc3c(=O)n4c(nc3c2)CCC4)s1 | i
O=C(COC(=O)c1cc(=O)c2ccccc2o1)NCc1ccc(Cl)cc1 | 0.5%

More records
Molecule | VEEV TC-83 Vero
CCN(CC)c1ccc(C(=O)NNC(=O)C2CCN(c3ncnc4sc(C)c(C)c34)CC2)cc1 | 9.3%
Cc1nc(N2CCN(S(=O)(=O)c3cccs3)CC2)c2c(-c3ccccc3)c(C)sc2n1 | 10.0%
O=C(NCc1cccnc1)C1C2C=CC(C2)C1C(=O)Nc1cccc(C(F)(F)F)c1 (configuration not stated) | i
C[C@@H]1CN([C@@H](C)CO)C(=O)c2cc(N(C)C)ccc2O[C@@H](C)CCCCO[C@@H]1CN(C)Cc1ccc2c(c1)OCO2 | 3.3%
CCCc1cc(C(=O)OCC(=O)NCCc2ccccc2)sc1C | 4.0%
CN(C)CCCn1c2c(c(SCC(=O)Nc3ccc4c(c3)OCCO4)nc1=O)CCCC2 | 0.1%
CCCn1c(C)cc(C(=O)CN2C(=O)NC3(CCCCCC3)C2=O)c1C | i
O=C(COC(=O)c1cccc(S(=O)(=O)N2CCCCC2)c1)NCc1cccc(Cl)c1 | i

In the list so far, these contain an aryl thioether with sulfur outside any ring.
Molecule | VEEV TC-83 Vero
C=CCn1c(SCC(=O)Nc2cc(C)on2)nc2ccccc21 | i
CN(C)CCCn1c2c(c(SCC(=O)Nc3ccc4c(c3)OCCO4)nc1=O)CCCC2 | 0.1%

(list continues)
Molecule | VEEV TC-83 Vero
Cc1noc(C)c1NC(=O)N(C)C[C@@H]1OCc2cnnn2CCCC(=O)N([C@@H](C)CO)C[C@@H]1C | 1.8%
CC1=C(C(=O)N(C)C)CC(CC(=O)NCc2ccco2)C(=O)N1CCC1=CCCCC1 (configuration not stated) | 0.2%
C[C@H]1CN([C@@H](C)CO)C(=O)c2cc(Br)cnc2O[C@H]1CN(C)C(=O)c1cnccn1 | 0.4%
CC1CCCCC12NC(=O)N(CC(=O)NCc1cccs1)C2=O (configuration not stated) | 0.5%
C[C@H](CO)N1C[C@H](C)[C@H](CN(C)S(C)(=O)=O)OCc2cnnn2CCCC1=O | 1.3%
CN(NS(=O)(=O)c1ccc([N+](=O)[O-])cc1)c1ccccc1 | i
O=C1C(=Cc2ccncc2)CCCc2ccccc21 | 0.6%
CS(=O)(=O)c1ccc(-c2cccc(NC(=O)c3ccc4c(c3)OCO4)c2)nn1 | i

Next compounds follow.
Molecule | VEEV TC-83 Vero
Cc1ccc(S(=O)(=O)N2CCOCC2)cc1NC(=O)COC(=O)c1ccco1 | i
CCC(C(=O)NC(C)(C)C)N(Cc1ccc(OC)cc1)C(=O)c1snc(C(N)=O)c1N (configuration not stated) | i
CC1Cc2ccccc2N1C(=O)CSc1ccccn1 (configuration not stated) | i
CCOc1ccccc1Nc1cc(C)nc2ccccc12 | i
C[C@@H]1CN([C@H](C)CO)C(=O)c2c(c3ccccc3n2C)-c2ccccc2CO[C@H]1CN(C)C(=O)Cc1ccccc1 | i
CCOC(=O)c1c(C)[nH]c(C)c1C(=O)COC(=O)c1nn(CC)c(=O)c2ccccc12 | 3.5%
CC(C)Oc1ccc2ccccc2c1CNC[C@H]1O[C@@H](n2ccc(N)nc2=O)[C@H](O)[C@@H]1O | 4.0%
O=C(COC(=O)c1cccc(-n2cnnn2)c1)c1ccc(F)c(F)c1 | 0.8%

Further results:
Molecule | VEEV TC-83 Vero
O=C(c1cccs1)N1C[C@@H](O)[C@H](n2cc(C3CC3)nn2)C[C@@H]1c1ccc(Cl)cc1 | 0.0%
Cc1ccc([C@@H]2C[C@H]3[C@@H](CN2S(=O)(=O)c2ccc(Cl)cc2)C(=O)C[C@@H](c2ccc(Cl)cc2)N3S(=O)(=O)c2ccccc2C)cc1 | i
COc1ccccc1N1CCN(S(=O)(=O)c2ccc([N+](=O)[O-])cc2)CC1 | i
O=C(COC(=O)CN1C(=O)C2CC=CCC2C1=O)Nc1cccc([N+](=O)[O-])c1 (configuration not stated) | i
Cc1cn([C@H]2C[C@H](O)[C@@H](CNCc3ccccc3OCCCN3CCOCC3)O2)c(=O)[nH]c1=O | i
Cc1ccc(S(=O)(=O)N2CCCCC2)cc1NC(=O)C1COc2ccccc2O1 (configuration not stated) | 7.9%
CN(Cc1cnn(-c2ccccc2)c1)C(=O)c1ccc(S(=O)(=O)NCc2ccco2)cc1 | 26%
Cc1cc(NC(=O)CSCC(=O)OCC(=O)c2ccc(Br)cc2)no1 | 3.1%

(listing goes on)
Molecule | VEEV TC-83 Vero
CC(=O)N(c1ccccc1)c1ccccc1[N+](=O)[O-] | 0.5%
CNC[C@@H]1Oc2cc(Br)ccc2S(=O)(=O)N([C@@H](C)CO)C[C@@H]1C | 1.2%
COC(=O)C[C@H]1C[C@H]2c3cc(NC(=O)Nc4ccc(C(F)(F)F)cc4)ccc3O[C@H]2[C@@H](CO)O1 | 5.4%
CC(=O)NNc1nc(-c2ccccc2)c2cc(Cl)ccc2n1 | i
COc1cc2ccc(C=O)cc2cc1OC | i
Cc1ccc(S(=O)(=O)N2C[C@H]3C(=O)C[C@@H](c4ccccc4)N(S(=O)(=O)c4ccc(C)cc4)[C@H]3C[C@H]2c2cccc(Cl)c2)cc1 | 0.5%
O=c1c2cc(F)ccc2sn1-c1ccccc1Cl | 8.7%
Nc1cc(=O)n(Cc2ccco2)c(=S)[nH]1 | i

The list continues.
Molecule | VEEV TC-83 Vero
O=C1c2ccccc2C(=O)c2c(NCCCN(CCO)CCO)cccc21 | i
COc1ccc(S(=O)(=O)N2CCC(C(=O)NCCC(=O)NCc3ccccn3)CC2)cc1 | 1.7%
C[C@H]1CN([C@@H](C)CO)C(=O)CCCn2nncc2CO[C@H]1CN(C)C(=O)Cc1ccccc1 | 1.2%
CCN(CC)CCNc1ccc(CO)c2oc3cc(Cl)ccc3c(=O)c12 | 29%
CC(=O)Nc1ccc2nc(NC(=O)CS(=O)(=O)c3ccc(F)cc3)sc2c1 | i
COc1cc(-c2cc(C(=O)O)c3cc4ccccc4cc3n2)cc(OC)c1OC | 1.3%
Nc1nnc2cc(Br)ccc2n1 | i
Nc1nc2ccc(Br)cc2s1 | 0.5%

The results go on.
Molecule | VEEV TC-83 Vero
Cc1ccc([C@@H]2C[C@H]3[C@@H](CN2S(=O)(=O)c2ccc(Cl)cc2)C(=O)C[C@@H](c2cccc(Cl)c2)N3S(=O)(=O)c2ccc(C)cc2)cc1 | 1.2%
COc1ccccc1N1CCN(S(=O)(=O)CCNC(=O)c2cccs2)CC1 | 0.4%
C[C@@H]1CN([C@H](C)CO)C(=O)c2cc(Br)cnc2O[C@@H]1CN(C)C(=O)c1cccc(F)c1 | 0.8%
C[C@@H]1CN([C@H](C)CO)C(=O)CCCn2cc(nn2)CO[C@H]1CN(C)S(=O)(=O)c1ccccc1C#N | 0.0%
COC(=O)C[C@@H]1C[C@@H]2c3cc(NS(=O)(=O)c4ccc(F)cc4)ccc3O[C@@H]2[C@@H](CO)O1 | 4.9%
O=C(C(=O)N1CCN(c2ccccc2F)CC1)c1cn(CC(=O)N2CCCC2)c2ccccc12 | i
CCN1C(=O)[C@H]2[C@@H](c3ccc(OC)cc3)N[C@]3(CCCN(CCC(C)C)C3=O)[C@H]2C1=O | i
N#Cc1cccc(OC(=O)C2CCN(C(=O)c3ccc(F)cc3)CC2)c1 | 1.3%

Sorted by SMILES length (low to high): part of the list above.
Molecule | VEEV TC-83 Vero
O=C(C(=O)N1CCN(c2ccccc2F)CC1)c1cn(CC(=O)N2CCCC2)c2ccccc12 | i
C[C@@H]1CN([C@H](C)CO)C(=O)c2cc(Br)cnc2O[C@@H]1CN(C)C(=O)c1cccc(F)c1 | 0.8%
CCN1C(=O)[C@H]2[C@@H](c3ccc(OC)cc3)N[C@]3(CCCN(CCC(C)C)C3=O)[C@H]2C1=O | i

The list continues.
Molecule | VEEV TC-83 Vero
O=C1NC(=O)C(=CC=Cc2ccccc2)S1 | 0.4%
C[C@@H]1CN([C@H](C)CO)C(=O)CCCn2cc(nn2)CO[C@H]1CN(C)S(C)(=O)=O | 3.1%
CC(C)CCC(=O)Nc1cc(S(=O)(=O)N2CCOCC2)ccc1N1CCCC1 | 1.2%
COc1ccc(-n2c(C)nc3sc4c(c3c2=O)CCC4)cc1 | 0.4%
CCCCCC(=O)N1C[C@H](O)[C@@H](n2cc(C3CC3)nn2)C[C@@H]1c1ccc(Cl)cc1 | i
CCCCCCCCn1c2c(c(=N)c3ccccc31)CCC2 | i
COc1ccc(NC(=O)C[C@H]2C(=O)N(c3ccc(OC)cc3)C[C@@H]2C)cc1 | 1.6%
CCCCN1C(=O)C(CC(=O)NCC2CCCCC2)CC(C(=O)N(CC)CC)=C1C (configuration not stated) | i

Going on with the list.
Molecule | VEEV TC-83 Vero
O=C1OCCC1C(=O)c1ccccc1 (configuration not stated) | 0.9%
O=C(Nc1ccccn1)C(c1ccccc1)c1ccccc1 | 1.7%
COC1OC2COC(c3ccccc3)OC2C(NC(C)=O)C1OC(C)=O (configuration not stated) | i
Clc1cc(Cl)cc(Nc2ccccc2CN(C/C=C/c2ccc3c(c2)OCO3)Cc2ccccc2)c1 | i
COc1ccc(Cl)cc1CNC[C@H]1O[C@@H](n2ccc(N)nc2=O)[C@H](O)[C@@H]1O | 3.2%
Cc1ccsc1C(=O)OCC(=O)NCc1cccs1 | i
c1ccc2c(c1)Sc1cnccc1N2CC1CO1 (configuration not stated) | 8.7%
COc1ccc(NC(=O)CN2C(=O)NC(C)(c3ccccc3)C2=O)cn1 (configuration not stated) | i

(list continues)
Molecule | VEEV TC-83 Vero
COc1ccc2c(CC(=O)Nc3ccc4nc(N5CCOCC5)sc4c3)coc2c1 | 2.9%
Cc1ccc(S(=O)(=O)N2C[C@H]3C(=O)C[C@@H](c4ccccc4F)N(S(=O)(=O)c4ccc(C)cc4)[C@H]3C[C@H]2c2cccc3ccccc23)cc1 | 1.7%
CCOc1ccccc1NC(=O)c1ccc2c(O)c(S(=O)(=O)c3ccccc3)c(=O)[nH]c2c1 | 3.2%
COc1ccccc1C(=O)NCCN1CCCC1 | 0.9%
Cc1ccc(-n2ncc(-c3n[nH]c(=S)o3)c2N)cc1C | 1.3%
COc1ccc(C(=O)N2CCOC2CNC(=O)C(=O)NCc2ccccc2)cc1 (configuration not stated) | 1.1%
CC(=O)N1CCN(S(=O)(=O)c2cccc(C(=O)OCc3ccc(F)cc3)c2)CC1 | 1.8%
Cc1ccc2c(c1)CO[C@]21O[C@H](CCO)C[C@H](O)[C@H]1O | 0.1%

(list continues)
Molecule | VEEV TC-83 Vero
CC1CC(C)CN(S(=O)(=O)c2ccc(F)c(C(=O)NC3CCCCC3C)c2)C1 (configuration not stated) | 0.3%
COc1ccc(S(=O)(=O)Nc2ccc3c(c2)C(=O)N([C@@H](C)CO)C[C@@H](C)[C@H](CN(C)C(=O)CCCN(C)C)OCCCC[C@H](C)O3)cc1 | 6.0%
CCOC(=O)C1=C(C)NC(C)=C(C(=O)OCC)C1c1ccncc1 | i
COc1ccc(CCNC(=O)CC(=O)N/N=C\c2ccc(OCC(N)=O)cc2)cc1OC | 1.0%
COc1ccc(CCNCc2cc(OC)cc(OC)c2)cc1 | i
Cc1cc(C)c(NS(=O)(=O)c2ccccc2)c(C)n1 | 1.6%
Cc1ccc(-[n+]2c(Cc3nn(-c4ccccc4)c(C)[n+]3-c3ccc(C)cc3)nn(-c3ccccc3)c2C)cc1 | 7.2%
N#CC1(NC(=O)CSc2nnc(C3CC3)n2N)CCCCC1 | i

(cont.)
Molecule | VEEV TC-83 Vero
CC1=C(C(=O)N(C)C)CC(CC(=O)NC2CCCCC2)C(=O)N1CCCN1CCCC1=O (configuration not stated) | 1.2%
C[C@@H](NC(=O)c1ncn2c1c(=O)[nH]c1ccc(Br)cc12)c1ccccc1 | 2.3%
CCOc1ccc(/C(O)=C2\C(=O)C(=O)N(c3ccccn3)C2c2ccccc2F)c(C)c1 (configuration not stated) | i
COc1ccc(C(=O)N/C(=C\c2cn(S(=O)(=O)N(C)C)c3ccccc23)C(=O)N2CCCC2)cc1 | 6.1%
CC(=O)Nc1ccc(S(=O)(=O)N[C@@H](C)C(=O)OCC(=O)c2ccc(Br)s2)cc1 | 1.5%
COc1cc(OCc2ccccc2)c(CC(=O)O)c([N+](=O)[O-])c1 | 0.2%
CC(O)C(NS(=O)(=O)c1ccc(Cl)cc1)C(=O)OCCOc1ccc(F)cc1 (configuration not stated) | 0.8%
O=C(O)c1c2c(nc3ccc(S(=O)(=O)N4CCC(C(=O)NCc5ccccc5)CC4)cc13)CCCC2 | 0.8%

Assay outcomes (PubChem)
